# High-throughput results as filed in PubChem.
# MmCpn inh: inhibitors of Methanococcus maripaludis chaperonin (MmCpn) | purified Mm-Cpn ATPase, ADP Transcreener TR-FRET | Potency, µM (series often up to 76.9 µM), inactives show at the top dose activity, negative = inhibition, most hits filed as inhibitors | 0.031% of 330,000 active | AID 504842; further: potency means the concentration at half of the fitted maximal effect; on the % scale 0 is the no-effect control and ±100 the full control effect; nearly all actives have a fitted effect of over 80% in size
#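 Inhibition of chaperonin ATP hydrolysis is measured as reduced ADP production, detected by competitive TR-FRET in which signal falls with ADP. Final enzyme 25 nM and ATP 10 uM, reacted 30 min at 37°C.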
# EPAC1 ag: activates human EPAC1 exchange factor. O95398. Potency, µM (top dose mostly 154 µM), for inactives: at the top dose activation, actives largely listed as activators. EPAC1 agonist qHTS, biochemical assay; response scale: 100% = response to 6.5 mM cAMP. 0.073% of 360,000 active; further: potency means the concentration at half of the fitted maximal effect; nearly all actives have a fitted effect of over 60% in size
#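 EPAC1 100 nM, Rap1B–BODIPY-GDP 250 nM, unlabeled GDP 50 uM; compound titration; 5 min RT; kinetic read ex480/em540 at 5-min intervals ×30 min; data normalized to 6.5 mM cAMP agonist control.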
# EPAC1 antagonist: antagonists of human EPAC1. Potency, µM (titrated, usually from 115 µM), without a hit: at the top dose activity change, negative = inhibition, usual class: inhibitors. 0.14% of 360,000 active. O95398. EPAC1 GEF assay, Rap1b-BODIPY-GDP exchange fluorescence;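 further: potency means the concentration at half of the fitted maximal effect; plate controls were vehicle for no effect and positive control for full effect; nearly all actives have a fitted effect of over 50% in size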
# PI5P4Ka inh: PI5P4K alpha (human) kinase inhibition; PI5P4Kalpha enzyme, ADP-Glo luminescence, 60 min; active compounds read low; max response, %; 1.2% of 330,000 active; AID 652105; active means max response of -50% or lower; inconclusive means between -30% and -50%; inactive means -30% or higher; further: value at the top dose of about 77 µM; on the % scale 0 is the no-effect control and ±100 the full control effect
#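 Human PI5P4Kalpha with substrate in 0.038 M HEPES pH 7.4, 0.28 mM EGTA, 0.1% CHAPS, 5% DMSO; reaction started with 5 microM ATP (final), 60 min at room temperature. ADP formed read by ADP-Glo luminescence.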
# PLK1 PBD block: blocks phosphopeptide binding to human PLK1 polo-box domain | P53350 | Plk1 PBD binding of FITC phosphopeptide, fluorescence polarization | Potency, µM, for the others: max response, negative = inhibition, actives largely listed as inhibitors | 2.8% of 360,000 active | AID 720504; further: potency means the concentration at half of the fitted maximal effect; series mostly up to about 57 µM; on the % scale 0 is the no-effect control and ±100 the full control effect; nearly all actives have a fitted effect of over 65% in size
# CCT modulator: modulators of cytosolic chaperonin (CCT/TRiC) activity | purified chaperonin ATPase assay, HTRF ADP detection, 30 min | activity change, % (concentration not given with the values), hits read low | 0.3% of 360,000 active; in the data active means activity change below about -30%; further: on the % scale 0 is the no-effect control and ±100 the full control effect
#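 TRiC (40 or 20 nM final, by batch activity) in 30 mM Tris pH 7.4, 100 mM KCl, 5 mM MgCl2, 1 mM DTT was treated with compound at 76 uM single dose, then 10 uM ATP, 30 min at 37 °C. ADP was read by HTRF Transcreener.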
# EPAC2 antag: antagonists of human EPAC2; Potency, µM (highest dose often 114 µM), without a hit: at the highest dose activity, negative = inhibition, hits mostly inhibitors; EPAC2 GEF exchange of Rap1B-BODIPY-GDP, fluorescence; 0.18% of 360,000 active; further: potency means the concentration at half of the fitted maximal effect; on the % scale 0 is the no-effect control and ±100 the full control effect; nearly all actives have a fitted effect of over 45% in size; many of its hits are not listed in these tables
# WRN helicase inh: WRN helicase (human) inhibition | Q14191 | WRN helicase unwinding, fluorescent forked duplex, kinetic | Potency, µM (doses to about 114 µM), for inactives: at the highest dose activity change, negative = inhibition, most hits filed as inhibitors | 0.46% of 360,000 active | AID 651768; further: potency means the concentration at half of the fitted maximal effect; on the % scale 0 is the no-effect control and ±100 the full control effect; nearly all actives have a fitted effect of over 55% in size
# Target sequence (Q14191 whole entry, looked up): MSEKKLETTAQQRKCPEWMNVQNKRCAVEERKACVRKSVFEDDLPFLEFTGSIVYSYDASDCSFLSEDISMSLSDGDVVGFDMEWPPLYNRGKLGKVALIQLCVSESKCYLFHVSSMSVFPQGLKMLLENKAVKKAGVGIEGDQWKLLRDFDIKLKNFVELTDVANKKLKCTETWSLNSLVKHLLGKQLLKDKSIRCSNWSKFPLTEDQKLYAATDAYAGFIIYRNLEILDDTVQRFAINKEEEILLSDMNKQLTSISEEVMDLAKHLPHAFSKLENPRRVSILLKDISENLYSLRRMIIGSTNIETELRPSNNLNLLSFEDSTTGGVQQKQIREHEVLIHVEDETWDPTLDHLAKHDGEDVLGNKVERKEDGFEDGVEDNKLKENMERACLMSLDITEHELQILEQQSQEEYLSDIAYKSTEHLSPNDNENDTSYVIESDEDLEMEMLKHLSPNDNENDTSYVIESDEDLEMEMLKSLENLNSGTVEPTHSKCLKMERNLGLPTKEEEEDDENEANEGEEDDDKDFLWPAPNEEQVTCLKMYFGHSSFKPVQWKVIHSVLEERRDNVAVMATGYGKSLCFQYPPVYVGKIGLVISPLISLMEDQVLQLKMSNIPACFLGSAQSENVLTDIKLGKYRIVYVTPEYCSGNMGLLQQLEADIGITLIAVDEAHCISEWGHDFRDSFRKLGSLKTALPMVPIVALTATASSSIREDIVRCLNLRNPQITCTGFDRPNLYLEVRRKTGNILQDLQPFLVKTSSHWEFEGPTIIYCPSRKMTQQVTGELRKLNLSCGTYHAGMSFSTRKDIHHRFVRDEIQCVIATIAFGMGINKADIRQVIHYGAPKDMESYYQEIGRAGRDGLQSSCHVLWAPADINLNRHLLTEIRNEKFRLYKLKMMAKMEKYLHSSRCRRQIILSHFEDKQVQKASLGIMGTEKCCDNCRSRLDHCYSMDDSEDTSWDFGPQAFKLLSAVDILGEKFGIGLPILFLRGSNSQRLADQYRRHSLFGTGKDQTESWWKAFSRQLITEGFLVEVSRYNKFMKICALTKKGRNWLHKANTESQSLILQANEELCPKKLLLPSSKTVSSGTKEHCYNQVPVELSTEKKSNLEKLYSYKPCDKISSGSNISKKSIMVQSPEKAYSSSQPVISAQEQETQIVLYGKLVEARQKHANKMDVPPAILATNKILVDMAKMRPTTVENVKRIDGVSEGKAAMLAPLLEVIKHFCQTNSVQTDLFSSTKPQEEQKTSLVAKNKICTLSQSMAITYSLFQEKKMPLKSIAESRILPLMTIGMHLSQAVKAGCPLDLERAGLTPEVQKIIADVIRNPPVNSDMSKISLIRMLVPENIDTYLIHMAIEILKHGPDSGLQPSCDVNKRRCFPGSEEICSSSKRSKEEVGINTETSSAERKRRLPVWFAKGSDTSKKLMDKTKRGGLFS
#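 Kinetic fluorescence helicase assay: unwinding of a quenched forked DNA duplex (100 nM final) with 2 mM ATP final raises red fluorescence (525/598 nm). Compounds sat 15 min at room temperature with 20 nM WRN beforehand.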
# An asterisk follows results filed as active; u = inconclusive; x = no result given; [ ] = dose if it differs, or a comment. Unless noted, the call rests on the fitted dose curve; in most records, active means well fitted curve in the direction sought with a large enough effect; inconclusive means small, poorly fitted or top-dose-only effect, or another doubt; inactive means no such curve, though single readings can be large; an effect the other way counts as inactive or inconclusive.
No.	mol	MmCpn inh	EPAC1 ag	EPAC1 antagonist	PI5P4Ka inh	PLK1 PBD block	CCT modulator	EPAC2 antag	WRN helicase inh
1	CCCC(=O)N1CCC1(C)C(=O)NS(=O)(=O)c1ccccc1Cl (stereo not given)	x	0%	-3%	1	4%	-0.2	6%	-2%
2	CSc1ccccc1NC(=O)c1cnc2n(c1=O)CCS2	-2%	-5%	-2%	1	-25%	0.4	u	4%
3	O=C(COC(=O)c1ccccc1O)NCCc1c[nH]c2ccccc12	-1%	-2%	2%	0	-9%	-3.5	-14%	0%
4	Cn1c2ccccc2c2nnc(SCCN3CCOCC3)nc21	-28%	-6%	12%	5	u	-0.3	-17%	-12%
5	COc1ccc(C2(C)NC(=O)N(CC(=O)Nc3ccc(Br)c(C)c3)C2=O)cc1OC (stereo not given)	0%	-5%	-28%	13	-1%	-0.3	3%	-7%
6	CCOc1nc(NCCc2ccc(OC)c(OC)c2)nc(N2CCN(c3ccc(OC)cc3)CC2)n1	1%	-2%	-5%	0	-5%	-3.1	4%	8%
7	CC1=C(C(=O)OC(C)C)C(c2ccc(O)cc2)NC(=O)N1 (stereo not given)	-1%	0%	8%	4	4%	0.8	-3%	-3%
8	CCc1c(C)sc(NC(=O)c2cnn3cccnc23)c1C#N	-2%	5%	5%	x	u	-0.1	8%	7%
9	CN(Cc1nccn1C)C(=O)c1ccc2nc(Cc3ccccc3F)oc2c1	2%	12%	-15%	-2	-1%	0.6	2%	-3%
10	COc1ccc(/C=N/NC(=O)CCc2c(C)n[nH]c2C)cc1OC	-1%	0%	-9%	x	-3%	-6.1	3%	-2%
11	N#Cc1cc2cc3c(cc2nc1N1CCCCC1)OCCO3	-20%	2%	-4%	9	-16%	0.5	-8%	0%[57.1 µM]
12	COc1cc2c(cc1OC)CN(C(=O)C1CCCN(C(=O)c3ccc(Cl)cc3)C1)CC2 (stereo not given)	-1%	6%	u	4	0%	1.9	-12%	-7%
13	CC(OC(=O)CNC(=O)c1cccs1)C(=O)Nc1ccc(S(N)(=O)=O)cc1 (stereo not given)	-3%	8%	-9%	2	-11%	-1.3	-5%	3%
14	COC(=O)[C@@]12C[C@@H](CC(=O)NCC34CC5CC(CC(C5)C3)C4)C(=O)N(CCc3ccc(OC)c(OC)c3)C1=CCC(C)(C)C2	x	-21%	-22%	6	-6%	x	-14%	-4%
15	CCn1ncc([N+](=O)[O-])c1C(=O)N1CCc2ccccc2C1	1%	6%	-26%	1	-6%	-0.1	-5%	-16%
16	COc1cccc(NC(=O)N(Cc2ccco2)C(C)c2cccs2)c1 (stereo not given)	0%	22%	-2%	x	-9%	-2.8	-7%	-9%
17	Cc1cccc(C(=O)NC(=S)Nc2ccccc2C(F)(F)F)c1	-1%	6%	-10%	2	2%	-1.1	-13%	-19%
18	CCOc1ccccc1NC(=S)NNS(=O)(=O)c1c(C)cc(C)cc1C	0%	8%	-4%	3	-9%	-1.8	-22%	-8%
19	COc1ccc(CC/C(=N\O)C2(O)CCCCC2)cc1	0%	0%	0%	-1	-4%	-4.6	3%	2%
20	O=C(N/N=C/c1cccnc1)c1ccc(S(=O)(=O)N2CCCCCC2)cc1	0%	-1%	-17%	0	-14%	-1.8	4%	-9%
21	CCOC(=O)c1cccc(N2C(=O)Nc3ccccc3N2O)c1	0%	4%	4%	3	-20%	-1.0	-13%	3%
22	C=CCSc1nnc(NC(=O)c2ccc(NC(C)=O)cc2)s1	-1%	5%	18%	0	-14%	0.6	6%	-5%
23	Cc1nc2ncnn2c(C)c1CCC(=O)N1CCCCC1	-3%	1%	5%	1	4%	1.0	0%	2%
24	CC(=O)N(C(C)=O)c1c(C#N)c(C)n(-c2ccccc2)c1C(=O)c1ccccc1	0%	0%	5%	0	-5%	-1.3	-1%	-23%[57.1 µM]
25	C[C@H](CO)N1C[C@H](C)[C@@H](CN(C)Cc2cccc(C(F)(F)F)c2)OCc2cnnn2CCCC1=O	x	-12%	-5%	2	-7%	-1.5	1%	-5%
26	Cc1cccc(CSc2nnc(CCNC(=O)OC(C)(C)C)o2)c1	2%	-2%	-13%	7	-5%	2.2	1%	4%
27	Cc1ccc(S(=O)(=O)N(C)C)cc1NC(=O)C(C)OC(=O)c1ccc2c(=O)n3c(nc2c1)CCC3 (stereo not given)	x	7%	-11%	1	-9%	1.4	4%	0%
28	CCn1c(SCC(=O)c2cc(OC)ccc2OC)nnc1-c1ccncc1	x	8%	2%	x	-8%	0.3	3%	1%
29	CC(=O)Nc1ccc(S(=O)(=O)Nc2cccc(-c3ccc4nncn4n3)c2)cc1	2%	1%	4%	-1	-14%	-2.2	-2%	1%
30	CC(C)(C)CN1CCN(Cc2cccnc2)CC1CCO (stereo not given)	1%	5%	-2%	0	-3%	0.5	0%	6%
31	COc1cc(CN2CCC(C(=O)N3CCCC(C)C3)CC2)cc(OC)c1O (stereo not given)	-2%	2%	10%	x	-9%	-0.7	7%	7%
32	O=C(O)c1cc(N/N=C/c2cccc3ccccc23)ccc1Cl	0%	-7%	0%	-14	-20%	-0.2	-16%	-25%
33	O=C(CSc1nnc(N2CCCC2)n1-c1cccc(Cl)c1)N1CCN(c2ccccn2)CC1	x	2%	0%	-3	1%	-21	-1%	6%
34	O=C(N/C(=C\c1ccc(Br)cc1)C(=O)N1CCCC1)c1cccs1	-4%	-2%	-11%	8	-2%	0.5	-1%	5%
35	Cc1ccccc1OCC(=O)OC(C)CN1CCN(C)CC1 (stereo not given)	-1%	15%	-1%	x	-2%	-2.0	2%	-6%
36	CC1(Cc2ccc(C(F)(F)F)o2)C(=O)Nc2ccc(-c3cccc(C(F)(F)F)c3)cc21 (stereo not given)	x	-29%	u	0	-7%	-1.4	u	-9%[57.1 µM]
37	O=C(COC(=O)c1ccc2ccccc2c1O)Nc1ccccc1	1%	-45%[inhibitor]	u	2	-6%	0.2	-13%	-12%
38	O=[N+]([O-])c1ccccc1SNc1ccccc1	x	16%	-13%	3	-9%	1.0	-26%	1%
39	O=C(CSc1nnc(-c2ccc(O)cc2)n1Cc1ccco1)c1cccs1	-1%	3%	13%	x	-13%	-1.7	6%	-11%
40	CSc1ccc(OC2(C)CCN(Cc3cc4ccccc4o3)C2)cc1 (stereo not given)	x	11%	-10%	0	-1%	1.2	-10%	-4%
41	CCc1nn(CC(=O)NCc2cccnc2)c(=O)c2cc3occc3n12	2%	10%	8%	1	-15%	-1.4	3%	0%
42	O=C(/C=C/c1ccc(Cl)c([N+](=O)[O-])c1)Nc1ccc(NC(=O)c2ccco2)cc1	-10%	8%	-9%	-4	-18%	1.3	1%	u
43	COc1cc(Nc2cc(C)nc3nc(C)nn23)cc(OC)c1OC	-1%	-14%	-24%	-6	-10%	-11	2%	-6%
44	CCNc1nc(ON=C(C)C)nc(N(C)C)n1	0%	-5%	7%	-1	-4%	-0.4	8%	10%
45	O=C(CCCCn1cnc2c(=S)nc[nH]c21)Nc1ccc(C(=O)O)c(O)c1	x	-1%	-15%	-68*	-17%	-4.0	-1%	u
46	Clc1ccc(Cc2nn3c(Cn4nnc5ccccc54)nnc3s2)cc1	1%	1%	11%	x	27µM*	0.6	9%	-1%
47	CCc1ccccc1NC(=O)CN(c1ccc(OC)cc1OC)S(=O)(=O)c1ccccc1	2%	0%	-2%	0	3%	0.3	6%	1%
48	COc1ccc(-c2ccc(CN3C(CC(C)C)C(=O)N(Cc4cn(Cc5ccco5)nn4)CCS3(=O)=O)cc2)cc1 (stereo not given)	x	3%	-12%	-28	-15%	0.5	-18%	-12%
49	Cc1nn(C)cc1CN(C)C(=O)CCc1nnc(CCC2CCCCC2)o1	1%	5%	-1%	1	-13%	0.0	2%	-1%
50	COc1cc(Nc2nc3ccccc3n3nnnc23)cc(OC)c1OC	-1%	8%	4%	-2	6%	1.6	-5%	-4%
51	Cc1c(NC(=O)N2CCCCCC2)c(=O)n(-c2ccccc2)n1C	2%	2%	-5%	-8	-5%	0.9	-4%	6%
52	O=C(NCC(=O)N1CCN(S(=O)(=O)/C=C/c2ccccc2)CC1)c1ccccc1F	0%	9%	-19%	-4	-2%	-1.3	4%	-5%
53	COc1cccc(OCCSc2nnc3sc4ccccc4n23)c1	2%	4%	-15%	5	-9%	0.4	-12%[57.1 µM]	-18%
54	O=C(CN1CCN(S(=O)(=O)c2ccccc2)CC1)Nc1cccc(C(F)(F)F)c1	0%	7%	-13%	-1	u	0.8	0%	-10%
55	CCOc1ccc(C(=O)C2CCN(C(=O)c3ccccc3C(=O)O)CC2)cc1	0%	5%	15%	x	-2%	-1.4	7%	6%
56	COc1ccc(O)c(CN2CCN(CCc3ccccc3)C(CCO)C2)c1 (stereo not given)	0%	-2%	13%	-4	-4%	1.5	8%	-1%
57	Cn1c(=O)oc2cc(S(=O)(=O)NCc3ccccn3)ccc21	-1%	6%	2%	0	-8%	-1.1	-7%	-5%
58	O=C1C2C3CC(C(Br)C3Br)C2C(=O)N1c1ccccn1 (stereo not given)	-1%	11%	-1%	x	-13%	0.6	-4%	10%
59	O=C1c2ccccc2C(=O)N1CCCCCCN1C(=O)c2ccccc2C1=O	x	-4%	3%	1	-3%	-0.2	-1%	0%
60	O=C(O)C1CCCCC1C(=O)Nc1cccc(Cl)c1Cl (stereo not given)	0%	-1%	16%	x	0%	-0.3	18%	4%

# The list goes on; the last 2 above are carried over.
No.	mol	MmCpn inh	EPAC1 ag	EPAC1 antagonist	PI5P4Ka inh	PLK1 PBD block	CCT modulator	EPAC2 antag	WRN helicase inh
59	O=C1c2ccccc2C(=O)N1CCCCCCN1C(=O)c2ccccc2C1=O	x	-4%	3%	1	-3%	-0.2	-1%	0%
60	O=C(O)C1CCCCC1C(=O)Nc1cccc(Cl)c1Cl (stereo not given)	0%	-1%	16%	x	0%	-0.3	18%	4%
61	CCCCc1cc(=O)oc2cc(C)cc(OC(C)C(=O)NCC3CCC(C(=O)O)CC3)c12 (stereo not given)	0%	-11%	6%	-10	-16%	-0.1	9%	-1%
62	COc1ccc(NC(=O)c2ccc(S(=O)(=O)N3CCOCC3)cc2)c(OC)c1	1%	1%	7%	-3	2%	2.1	1%	-4%
63	Nc1c(C(=O)N2CCCCCC2)oc2ccccc12	0%	8%	-11%	7	-1%	0.9	-18%	0%
64	COc1ccc(C2=NN(C(=O)c3ccccc3C(=O)O)C(c3ccccc3O)C2)cc1 (stereo not given)	2%	9%	2%	-12	-22%	-1.3	-6%	-7%
65	O=C(NC1=NCCS1)c1cccc(S(=O)(=O)N2CCc3ccccc32)c1	1%	6%	-8%	0	-9%	1.2	0%	-6%

# Only part of the results is shown (hit frequency here may not be typical).
